Source: PubChem BioAssay (National Center for Advancing Translational Sciences (NCATS))
POLK inh = qHTS for Inhibitors of Polymerase Kappa; hit rate 0.53% among 400,000; AID 588579, 2011; purified Pol kappa, fluorescent DNA synthesis assay, 10 min; DNA polymerase kappa (Homo sapiens), Q9UBT6; Potency, µM (doses to about 107 µM), inactives show top-dose activity, negative = inhibition, usual class: inhibitors; also: potency is read from the fitted curve at half-maximal effect; % is scaled to controls: 0 for no effect and ±100 for the full control effect
Target sequence (Q9UBT6 whole entry, looked up): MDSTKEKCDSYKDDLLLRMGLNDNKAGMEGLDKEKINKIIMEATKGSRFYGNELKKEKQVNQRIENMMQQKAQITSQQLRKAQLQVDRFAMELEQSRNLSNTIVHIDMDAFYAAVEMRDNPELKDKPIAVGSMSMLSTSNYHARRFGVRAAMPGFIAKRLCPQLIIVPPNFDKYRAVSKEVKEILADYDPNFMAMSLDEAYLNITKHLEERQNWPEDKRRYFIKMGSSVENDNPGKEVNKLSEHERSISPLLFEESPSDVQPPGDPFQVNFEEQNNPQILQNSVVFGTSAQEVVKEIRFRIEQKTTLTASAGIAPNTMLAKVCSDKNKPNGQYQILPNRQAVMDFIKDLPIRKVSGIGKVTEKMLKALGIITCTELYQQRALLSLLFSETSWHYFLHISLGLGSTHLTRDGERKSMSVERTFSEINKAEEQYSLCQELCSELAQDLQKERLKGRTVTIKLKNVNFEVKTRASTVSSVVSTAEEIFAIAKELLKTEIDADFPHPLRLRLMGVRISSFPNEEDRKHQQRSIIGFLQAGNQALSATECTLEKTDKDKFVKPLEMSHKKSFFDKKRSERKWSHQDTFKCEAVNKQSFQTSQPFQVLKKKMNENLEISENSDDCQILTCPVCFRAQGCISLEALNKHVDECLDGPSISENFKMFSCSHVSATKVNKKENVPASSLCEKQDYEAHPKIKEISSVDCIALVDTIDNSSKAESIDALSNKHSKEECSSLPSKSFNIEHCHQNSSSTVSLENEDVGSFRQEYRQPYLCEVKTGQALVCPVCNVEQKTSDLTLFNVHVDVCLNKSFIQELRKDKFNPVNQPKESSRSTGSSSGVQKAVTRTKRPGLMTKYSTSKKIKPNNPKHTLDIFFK
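10 nM Pol kappa was preincubated with compounds for 15 min at room temperature. Reaction started with 50 nM (final) substrate. Fluorescence read kinetically at 0 and 10 min.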
POLI inh = qHTS for Inhibitors of Polymerase Iota. hit rate 1% among 390,000. Potency, µM (titrated, usually from 115 µM), for the others: top-dose activity, negative = inhibition, hits mostly inhibitors. DNA polymerase iota (Homo sapiens), Q9UNA4. Pol iota fluorescent replication assay, 10 min; also: potency is read from the fitted curve at half-maximal effect
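Fluorescent replication assay read twice, at 0 min and 10 min after adding 50 nM (final) substrate. Enzyme (10 nM) and compounds were first incubated 15 min at room temperature; enzyme-free buffer wells were negative controls.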
LDHA block = qHTS assay for inhibitors of human lactate dehydrogenase; L-lactate dehydrogenase A chain (Homo sapiens), P00338; purified LDHA, NADH/diaphorase-resazurin fluorescence; active compounds read low; activity change, % (values are at about 110 or 230 µM); hit rate 0.15% among 480,000; AID 1347041, 2019; in the data active = activity change below about -30%; inconclusive = mostly about -25% to -30%;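 also: plate controls were DMSO wells for no effect and wells without enzyme for full effect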
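Human LDH5 (2 nM) was incubated with 0.06 mM NADH and 0.2 mM pyruvate for 5 min at room temperature in Tris pH 7.4. Remaining NADH was coupled through diaphorase/resazurin, and resorufin fluorescence was read at 0 and 20 min.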
Apoferritin bind = qHTS Assay for Identification of Novel General Anesthetics. hit rate 0.074% among 350,000. apoferritin/1-aminoanthracene competitive binding, fluorescence. Ferritin light chain (Equus caballus), P02791. AID 485281, 2010. Potency, µM (titrated, usually from 77.5 µM), for inactives: at the top dose activity change, negative = displacement, usual class: inhibitors; also: potency is read from the fitted curve at half-maximal effect; % is scaled to controls: 0 for no effect and ±100 for the full control effect; nearly all actives have a fitted effect of over 20% in size
Target sequence (P02791 2-175 limits assumed): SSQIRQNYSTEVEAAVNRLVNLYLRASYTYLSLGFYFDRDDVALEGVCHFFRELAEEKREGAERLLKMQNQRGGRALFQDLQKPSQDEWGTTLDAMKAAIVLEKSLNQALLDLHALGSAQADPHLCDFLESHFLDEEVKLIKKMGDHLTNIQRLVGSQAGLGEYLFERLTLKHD
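Steps: apoferritin (10 uM) was premixed with half-saturated 1-AMA in PBS, compounds were pin-transferred, plates stood 10 min at room temperature, fluorescence was read at 380/535 nm, and curves were fitted with a Hill equation.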
BLM helicase inh = qHTS Assay for Inhibitors of Bloom's syndrome helicase (BLM). RecQ-like DNA helicase BLM (Homo sapiens), P54132. recombinant BLM DNA unwinding, fluorescence dequenching. Potency, µM (series often up to 56.1 µM), for inactives: at the highest dose activity change, negative = inhibition, usual class: inhibitors. hit rate 0.2% among 350,000;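 also: potency is read from the fitted curve at half-maximal effect; plate controls were vehicle for no effect and no enzyme for full effect; nearly all actives have a fitted effect of over 35% in size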
Glioma ERSR ind = qHTS for Inducers of the Endoplasmic Reticulum Stress Response (ERSR) in Human Glioma: qHTS. Potency, µM, without a hit: at the top dose activation, most hits filed as activators. AID 602332, 2012. hit rate 0.02% among 420,000. U87-MG GRP78 promoter luciferase reporter, 16 h; also: potency is read from the fitted curve at half-maximal effect; series mostly up to about 76 µM; % of control where 0% means no effect; nearly all actives have a fitted effect of over 35% in size
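ERSR induction read as luciferase luminescence (Bright-Glo, 10 min at room temperature) in stably transfected human U87-MG glioma cells exposed to compounds for 16 h, using GRP78 as sensor.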
APEX1 inh = qHTS Assay for Inhibitors of the Human Apurinic/apyrimidinic Endonuclease 1 (APE1). Potency, µM (highest dose often 65.8 µM), without a hit: top-dose activity change, negative = inhibition, most hits filed as inhibitors. hit rate 0.35% among 350,000. DNA repair nuclease/redox regulator APEX1 (Homo sapiens), P27695. recombinant APE1, TAMRA/BHQ-2 abasic DNA cleavage fluorescence;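 also: potency is read from the fitted curve at half-maximal effect; plate controls were vehicle for no effect and reference inhibitor for full effect; nearly all actives have a fitted effect of over 55% in size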
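Endonuclease cleavage of a quenched abasic-site DNA duplex (50 nM) by APE1 (0.75 nM) was tracked by TAMRA dequenching. Compounds were preincubated with enzyme 15 min at room temperature; data normalized to buffer-only and DMSO wells plus NSC13755 control.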
Pol beta inh = qHTS Assay for Inhibitors of DNA Polymerase Beta; P06746; Pol beta primer extension/strand displacement, fluorescence kinetic; Potency, µM (series often up to 114 µM), for inactives: at the top dose activity change, negative = inhibition, actives largely listed as inhibitors; hit rate 1.3% among 340,000; AID 485314, 2010; also: potency is read from the fitted curve at half-maximal effect; % is scaled to controls: 0 for no effect and ±100 for the full control effect
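10 nM enzyme + cpd, 15 min RT; start with substrate 50 nM final; read 0 min and after 10 min RT. Corrected, normalized data; 4-parameter Hill curve fit.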
POLH inh = qHTS for Inhibitors of Polymerase Eta; Potency, µM (top dose mostly 114 µM), for the others: at the highest dose activity change, negative = inhibition, actives largely listed as inhibitors; recombinant Pol eta, fluorescent DNA replication assay; hit rate 1.2% among 390,000; DNA polymerase eta (Homo sapiens), Q9Y253; also: potency is read from the fitted curve at half-maximal effect; % is scaled to controls: 0 for no effect and ±100 for the full control effect
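Pol eta at 10 nM preincubated with compounds 15 min at room temperature; reaction started with fluorescent substrate (50 nM final) and read kinetically at 0 and 10 min.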
Active calls of the source: *; ? = inconclusive; . = no result given; & = joins results of further samples; [ ] = dose if it differs, or a comment. Unless noted, calls follow the shape of the dose curve; as a rule, active = well fitted curve in the direction sought with a large enough effect; inconclusive = small, poorly fitted or top-dose-only effect, or another doubt; inactive = no such curve, though single readings can be large; an effect the other way counts as inactive or inconclusive. A portion of the library (hit frequency here may not be typical).

SMILES	POLK inh	POLI inh	LDHA block	Apoferritin bind	BLM helicase inh	Glioma ERSR ind	APEX1 inh	Pol beta inh	POLH inh
COc1cccc(NC(=O)CSc2nn3c(=O)c(C)nnc3s2)c1	5.4%	15.2%	-2.2	-1.8%	1.2%	0.0%	5.0%	26.2%	-5.7%
CN(c1ccc(C(=O)O)cc1)S(=O)(=O)c1ccc(Cl)cc1	-5.0%	-0.1%	-8.1	-4.1%	2.7%	-2.1%	3.5%	31.0%	-10.7%
COc1ccc(OC)c(NC(=O)C2CCCCC2C(=O)O)c1 (stereo not given)	-0.9%	9.9%	11.5	-14.3%	-1.3%	3.6%	-3.6%	28.6%	-10.2%
Cc1ccc(NS(=O)(=O)c2ccc(OCC(=O)NCc3ccco3)cc2)cc1	-16.1%	-6.4%	0.1	?	-2.7%	0.9%	-4.4%	-9.6%	-7.1%
O=C(Cc1ccccc1[N+](=O)[O-])OCC(=O)N1CCN(c2ccccc2)CC1	-6.3%	32.4%[activator]	-1.1	.	.	2.2%	28.3%	.	-17.5%
C=CCC1C=CC(OC(=O)OCC)C(COC(=O)OCC)O1 (stereo not given)	.	.	.	0.8%[15.3 µM]	0.7%[12.4 µM]	-2.7%	?	.	.
CC(NC(=O)c1cc2c(s1)CCCC2)C(C)(C)C (stereo not given)	-3.0%	-4.4%	1.4	?	-3.5%	2.1%	1.4%	3.4%	-13.1%
Cc1cc(C)nc(Nc2ncc(O)n2-c2ccccc2)n1	-1.3%	-16.5%	-2.9&1.8	-8.9%	0.3%	-3.2%	?	96.2%	-4.2%
COc1ccc(CCN2CC(C(=O)NCc3cccc4[nH]ccc34)CCC2=O)cc1 (stereo not given)	-16.4%	62.9%[activator]	1.7	-7.0%	-5.5%	2.7%	31.9%	10.8%	-16.5%
Cc1cc(=O)oc2c1c(C)nn2-c1nn[nH]n1	-3.7%	8.6%	1.1	2.8%	1.3%	-5.7%	-3.4%	1.2%	-3.5%
COCC(=O)NNC(=O)c1ccccc1OC	-11.4%	178.4%[activator]	-3.7	-3.9%	1.8%	-3.4%	-2.5%	-6.7%	-18.0%
CCOC(=O)C1CCCN(C(=O)c2cc3cc(Br)ccc3oc2=O)C1 (stereo not given)	-4.3%	-9.6%	-6.0	-6.3%	-3.5%	-2.7%	-8.1%	-3.9%	1.9%
CC1CN2C(c3ccc(Cl)cc3)=CSC2=N1 (stereo not given)	-6.6%	-13.6%	-11.3	-6.2%	3.0%	-3.1%	15.0%	35.0%	-0.6%
CCn1cc(CN2CCC(C(=O)Nc3cccc(-c4cccc(F)c4)c3)CC2)cn1	0.0%	?	-3.7	-10.1%	-13.1%	-1.9%	10.5%	-0.1%	-6.4%
O=C(C1=NN[C@@H]2C(=O)N(c3cccc(C(F)(F)F)c3)C(=O)[C@H]12)C(c1ccccc1)c1ccccc1	-20.8%	-8.9%	-4.2	-17.0%	-11.7%	-2.0%	-7.0%	-21.5%	?
CCCCN(C(=O)Nc1ccccc1)C1CCS(=O)(=O)C1 (stereo not given)	1.3%	25.1%	-2.1	.	.	-4.2%	24.6%	.	-14.9%
O=C(Cn1c(COc2ccccc2)nc2ccccc21)Nc1cc(Cl)c(Cl)cc1Cl	.	.	.	-9.0%	-10.5%	.	2.0%	-0.4%	.
CN1C(=O)C(C)(C)c2cc(S(=O)(=O)NCC3CCC(C(=O)NCc4ccc(F)cc4)CC3)ccc21 (stereo not given)	-10.0%	62.5%[activator]	0.9	-17.2%	-2.6%	-3.4%	8.9%	5.4%	-25.3%
CCOc1ccc2nc(N3CCCC(C(=O)NCc4ccccc4OC)C3)sc2c1 (stereo not given)	-1.1%	14.6%	-6.4	1.8%	-1.2%	-0.9%	.	6.1%	-18.2%
Cc1ccc(NC(=O)c2cc(S(=O)(=O)N3CCOCC3)cn2C)c(C)c1	-6.8%	-21.1%	-12.1	-5.2%	-0.8%	-4.7%	28.7%	-1.2%	-4.2%
CCOC(=O)N1CCN(C(=O)COc2ccc([N+](=O)[O-])cc2)CC1	-1.0%	65.4%[activator]	-6.3	-5.2%	3.0%	6.8%	-0.6%	3.5%	5.2%
CCOC(=O)C(Cc1ccccc1)NC(=O)CCc1nnc2ccc(N3CCCCC3)nn12 (stereo not given)	5.1%	10.3%	-1.0	-19.8%	3.0%	?	48.9%[activator]	-0.8%	-8.9%
COC(=O)c1c(-c2cccs2)csc1NC(=O)COc1ccccc1	-7.8%	13.6%	3.8	-1.5%	-9.7%	.	.	?	.
O=c1c2oc3ccccc3c2n(Cc2ccc(Cl)cc2)c(=O)n1Cc1ccco1	-34.8%	-18.9%	-10.1	9.0%	-10.3%	-1.1%	.	0.1%	3.2%

Structures shown so far with a Cl atom, in the order listed:
SMILES	POLK inh	POLI inh	LDHA block	Apoferritin bind	BLM helicase inh	Glioma ERSR ind	APEX1 inh	Pol beta inh	POLH inh
CN(c1ccc(C(=O)O)cc1)S(=O)(=O)c1ccc(Cl)cc1	-5.0%	-0.1%	-8.1	-4.1%	2.7%	-2.1%	3.5%	31.0%	-10.7%
CC1CN2C(c3ccc(Cl)cc3)=CSC2=N1 (stereo not given)	-6.6%	-13.6%	-11.3	-6.2%	3.0%	-3.1%	15.0%	35.0%	-0.6%
O=C(Cn1c(COc2ccccc2)nc2ccccc21)Nc1cc(Cl)c(Cl)cc1Cl	.	.	.	-9.0%	-10.5%	.	2.0%	-0.4%	.
O=c1c2oc3ccccc3c2n(Cc2ccc(Cl)cc2)c(=O)n1Cc1ccco1	-34.8%	-18.9%	-10.1	9.0%	-10.3%	-1.1%	.	0.1%	3.2%

More entries.
SMILES	POLK inh	POLI inh	LDHA block	Apoferritin bind	BLM helicase inh	Glioma ERSR ind	APEX1 inh	Pol beta inh	POLH inh
CCCCCCc1cc2cc(-c3nnc(-c4cccc(Cl)c4)o3)c(=O)oc2cc1O	-24.9%	?	-5.8	-3.7%	-14.5%	-1.6%	.	-0.2%	5.0%
Cc1ccc(C(=O)NNC(=O)C2CSC3(C)CCC(=O)N23)cc1 (stereo not given)	-8.7%	30.5%[activator]	-6.8	.	.	-3.2%	28.1%	.	0.3%
Cc1cc2cc(C(=O)N3CCc4c([nH]c5ccccc45)C3c3ccccn3)ccc2o1 (stereo not given)	-0.2%	2.5%	0.9	-0.1%	-13.4%	4.9%	-5.3%	-14.3%	-17.0%
CCOC(=O)/C(C#N)=C\c1ccc(N2CCN(C)CC2)cc1	-5.2%	15.1%	-3.2	-11.3%	4.9%	1.4%	-7.2%	15.6%	-0.4%
C=CCNc1nc2c(c(=O)[nH]c(=O)n2C)n1Cc1cccc(C)c1	3.9%	-4.0%	-1.9&-10.4	27.5%	1.8%	-1.8%	-0.4%	13.9%	-5.8%
Cc1ccc(S(=O)(=O)CCC(=O)OCC(=O)N2CC(=O)Nc3ccccc32)cc1	2.3%	3.8%	-3.4	-13.1%	0.6%	-1.1%	4.1%	3.0%	-8.8%
CCOc1cccc(NC(=O)C2CC(=O)N(C)C2)c1 (stereo not given)	-0.9%	13.2%	-2.4	-2.7%	-2.2%	-1.4%	4.1%	11.6%	1.5%
Cc1c(NC(=O)c2cccc3c(Cl)cccc23)cccc1-c1nc2ccccc2o1	1.7%	13.5%	0.6	1.1%	-2.2%	-7.6%	.	9.3%	-11.2%
CN1CCCN(C(=O)C2CCCCC2)CC1	-8.7%	15.9%	-11.2	-5.2%	-5.9%	-1.9%	2.3%	-18.2%	-2.4%
Cc1ccc(-c2ccc(S(=O)(=O)Nc3cccnc3)cc2)cc1	-5.6%	53.6%[activator]	-2.0	-8.1%	-5.2%	-7.2%	18.1%	50.1µM*	-21.0%
Cc1ccc(NC(=O)c2nnn(Cc3ccccc3)c2N)cc1C	-22.6%	54.7%[activator]	-10.7	-11.4%	3.3%	1.3%	.	-9.1%	-11.9%
COc1ccc(F)cc1S(=O)(=O)n1nnc2ccccc21	-6.3%	14.2%	-8.9	-8.0%	-3.7%	1.5%	3.5%	-7.1%	-14.9%
CCOc1ccc(OCC)c(NC(=O)C2CCCN(c3nc(C)cc(C)n3)C2)c1 (stereo not given)	-7.6%	3.0%[58.9 µM]	5.2	-17.3%	-6.8%	-3.2%	12.0%	29.3%	-3.6%
O=C(CC12CC3CC(CC(Br)(C3)C1)C2)NC1=NCCS1	-14.7%	121.2%[activator]	2.9	-21.1%	-2.4%	-1.9%	-1.0%	3.9%	-17.4%
O=C(NCc1ccc2c(c1)OCO2)c1ccccn1	-7.4%	1.0%	1.9	-3.5%	4.5%	4.3%	-1.1%	-5.7%	-4.0%
O=C(CSc1nnnn1C1CCCC1)N1CCOCC1	-2.0%	?	-6.3	-3.8%	-1.5%	-2.5%	14.9%	24.8%	-2.5%
CCOc1ccc(Nc2nc(Cc3nnc(SCC(=O)c4ccc(C)cc4)o3)cs2)cc1	-21.2%	-4.2%	-9.5	-13.7%	-1.0%	-2.2%	-10.3%	-3.5%	-1.7%
C[C@@H]1C=C(C(=O)NCc2nc3ccccc3[nH]2)O[C@H](OCCCCO)C1	-13.8%	-16.7%	-7.1	.	.	-0.4%	.	.	-0.8%
CCO[C@@H]1OC(C(=O)N2CCN(Cc3ccc4c(c3)OCO4)CC2)=C[C@H](c2ccc(Br)cc2)[C@H]1CCCO	2.1%	42.7%[activator]	0.5	35.9%[activator]	-9.3%	-0.8%	-1.4%	-27.1%	?
COc1cccc(-c2nnc(NC(=O)c3cccc(F)c3)o2)c1	4.5%	23.6%	1.8	-11.9%	-2.8%	-3.3%	2.0%	?	-15.3%
